Screens: PubChem BioAssay, several laboratories
CaV13 ICDI inh: Primary screen for inhibitors of IQ motif and Ca2+-dependent inactivation inhibitor domain binding in CACNA1D, Förster resonance energy transfer in living cells, … | HEK cells, CFP/YFP FRET ICDI-IQ, plate reader, 10 min; percent FRET-ratio fall versus neutral wells | 340,000 compounds, 0.098% hits | inhibition, % at 12.3 µM;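 active means mean replicate inhibition of at least 30% and at least 1% of replicates passing that level; inconclusive means only one of the two criteria is met; inactive means neither criterion is met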;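 further: 0% = median of the neutral control wells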
HIF-2a block: inhibitors of HIF-2a | 360,000 compounds, 0.72% hits | 786-0 RCC cells HIF-2a reporter, luciferase luminescence, overnight | inhibition, % at 18.8 µM;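 active means inhibition of the luminescence signal of 40% or more relative to plate controls, in a single-dose primary screen at 18.75 µM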
Peg3 promoter: inhibitors of Peg3 promoter | 360,000 compounds, 1.7% hits | inhibition, % at 20 µM | HeLa PEG-Prom luciferase reporter, luminescence, overnight | AID 588405;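 active means inhibition of at least 50% at 20 µM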
Exocytosis inh: lytic granule exocytosis inhibition; 360,000 compounds, 0.66% hits; TALL-104 LAMP-1 surface exposure, flow cytometry; cells stimulated with thapsigargin and PMA; inhibition, % at 10 µM;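 active means inhibition above about 55%, limit read from the data; inconclusive means no clear call, values can overlap the other calls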
aDG glyco up: increases alpha dystroglycan glycosylation; Pro5-aDG cells, alpha-DG glycosylation AlphaScreen (IIH6); 0% Pro5, 100% B10-LARGE cell signal; activation, % at 10 µM; 360,000 compounds, 0.22% hits; AID 624168;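 active means activation of at least 8% versus controls, or a plate z-score of at least 8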;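 further: Pro5 are CHO cells carrying HIG-tagged alpha-DG that lacks glycosylation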
NR2E3 ag-1: activates human NR2E3 receptor | CHO-S Gal4-NCOR/VP16-NR2E3 two-hybrid, luciferase | inhibition of corepressor binding, % at 3.98 µM | 360,000 compounds, 0.35% hits | AID 602229;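 active means inhibition above the mean of all tested compounds plus 3 SD, cut at about 70% in these data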;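 further: 0% = DMSO with NR2E3 transfected cells and 100% = cells lacking NR2E3 construct; higher means lower luciferase signal from less NR2E3 corepressor binding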
Target sequence (Q9Y5X4 whole entry, looked up, the tested form may be a part): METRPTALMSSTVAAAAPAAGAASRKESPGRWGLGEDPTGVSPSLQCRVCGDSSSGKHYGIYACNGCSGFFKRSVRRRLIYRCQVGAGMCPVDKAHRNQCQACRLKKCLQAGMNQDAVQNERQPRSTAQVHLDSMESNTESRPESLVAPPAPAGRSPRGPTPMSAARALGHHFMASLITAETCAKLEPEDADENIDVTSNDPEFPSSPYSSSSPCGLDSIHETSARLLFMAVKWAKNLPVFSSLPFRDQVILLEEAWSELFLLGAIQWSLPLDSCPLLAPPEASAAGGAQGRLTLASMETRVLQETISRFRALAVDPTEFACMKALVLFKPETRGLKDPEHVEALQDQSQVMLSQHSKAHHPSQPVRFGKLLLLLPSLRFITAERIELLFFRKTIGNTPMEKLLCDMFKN
hiPSC survival: increases survival of single human iPS cells; survival enhancement, % at 20 µM; 360,000 compounds, 0.044% hits; hiPSC single-cell survival, ATPlite luminescence; 100% = ROCK inhibitor wells, 0% = DMSO; in the data active means survival enhancement above about 18%;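 further: cells exposed to compounds for 16 hours before the ATP read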
NR2E3 ag-2: NR2E3 (human) agonism. GST-NR2E3/biotin-RetCOR TR-FRET, 1536-well. inhibition of corepressor binding, % at 4.78 µM. 320,000 compounds, 0.12% hits. AID 2300;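 active means percent inhibition above the cutoff of mean plus 3 SD of all tested compounds, set per screening campaign, cut at about 20% in these data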;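 further: 0% = DMSO wells and 100% = biotin wells as full block of FRET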
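System: GST-tagged NR2E3 plus biotinylated RetCOR corepressor; Amount: 1.35 nM GST-tagged NR2E3 final; Dosing: single nominal compound dose of 4.8 µM; Schedule: 5 h incubation at 4 °C; Technique: TR-FRET with europium anti-GST and streptavidin-D2, 340 nm excitation; Controls: biotin wells as high control, 0.6% DMSO wells as low control.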
Vif inh: HIV Vif inhibition; HEK293T cells, Vif self-association by quenched fluorescence, imaging, 24 h; inhibition, % at 7.49 µM; 340,000 compounds, 0.35% hits; in the data active means inhibition above about 50%, passing the limit was not always enough; inconclusive means no clear call, values can overlap the other calls; inactive means below about 31%; further: some results filed as inactive read as strong as hits
PDI inh: inhibitors of human protein disulfide isomerase | P07237 | PDI insulin aggregation turbidity, A650, 90 min | inhibition, % at 10 µM | 350,000 compounds, 0.052% hits | AID 588391;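 active means mean inhibition across replicates of 30% or more, whatever share of single replicates reach that level; inconclusive means mean inhibition below 30% while every single replicate reaches 30%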;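 further: absorbance from insulin aggregation driven by PDI reduction with DTT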
Target sequence (P07237 whole entry, looked up): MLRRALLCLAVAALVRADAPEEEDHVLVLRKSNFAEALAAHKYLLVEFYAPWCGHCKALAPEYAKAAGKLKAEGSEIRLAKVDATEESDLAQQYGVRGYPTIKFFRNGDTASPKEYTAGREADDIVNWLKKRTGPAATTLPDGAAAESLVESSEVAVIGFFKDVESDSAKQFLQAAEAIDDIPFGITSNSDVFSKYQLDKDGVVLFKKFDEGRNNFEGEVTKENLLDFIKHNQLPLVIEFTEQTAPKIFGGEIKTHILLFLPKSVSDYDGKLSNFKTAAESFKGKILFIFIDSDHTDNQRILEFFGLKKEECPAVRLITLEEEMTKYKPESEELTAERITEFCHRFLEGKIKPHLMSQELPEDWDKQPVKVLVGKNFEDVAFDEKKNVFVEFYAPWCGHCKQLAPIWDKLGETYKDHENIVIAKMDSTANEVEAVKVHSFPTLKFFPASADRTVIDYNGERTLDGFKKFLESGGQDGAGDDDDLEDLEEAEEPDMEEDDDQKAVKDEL
MITF TRPM1 inh: MITF TRPM1 promoter inhibition in SK-MEL-5 cells. SK-MEL-5 TRPM1 promoter luciferase, 24 h. inhibition, % at 12.5 µM. 330,000 compounds, 0.83% hits. AID 488899;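 active means mean inhibition across replicates of 60% or more, whatever share of single replicates reaches that level; inconclusive means some that reach 60%, reason not given; inactive means mean inhibition across replicates below 60%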; further: values of inactives mirror those of a sister screen read the other way
Active calls of the source: *; ? = inconclusive; . = not tested or not shown.

Sample of the layout:
SMILES	CaV13 ICDI inh	HIF-2a block	Peg3 promoter	Exocytosis inh	aDG glyco up	NR2E3 ag-1	hiPSC survival	NR2E3 ag-2	Vif inh	PDI inh	MITF TRPM1 inh
O=S(=O)(/N=C/c1c(O)ccc2ccccc12)c1ccccc1	-1	11	5	39	0.2	-21	0.0	0	-6	-1	34
CC(=O)NCCC(=O)NCc1ccc(F)cc1	-4	4	8	-2	0.1	-9	1.7	1	.	-10	2
CC(=O)N1C(c2ccccc2)CC(=O)OC1c1ccc2c(c1)OCO2 (stereo not given)	-2	18	11	-2	-0.2	13	-1.9	-3	22	-12	4
CCC(C)(C)NC(=O)CN(CC1CCCO1)C(=O)CCC(=O)Nc1nccs1 (stereo not given)	.	2	-2	1	-0.2	2	-1.2	4	-1	5	6
Cc1cccc(NC(=O)CC2SC(=NC3CCCCC3)NC2=O)c1 (stereo not given)	-2	9	16	-1	-0.2	-39	-2.2	0	.	8	10
CCOC(=O)Cn1c(=O)c(C#N)cn(C(C)C)c1=O	6	11	-1	2	-0.1	-20	0.5	4	4	-5	.

The whole of this part, previewed entries included:
SMILES	CaV13 ICDI inh	HIF-2a block	Peg3 promoter	Exocytosis inh	aDG glyco up	NR2E3 ag-1	hiPSC survival	NR2E3 ag-2	Vif inh	PDI inh	MITF TRPM1 inh
O=S(=O)(/N=C/c1c(O)ccc2ccccc12)c1ccccc1	-1	11	5	39	0.2	-21	0.0	0	-6	-1	34
CC(=O)NCCC(=O)NCc1ccc(F)cc1	-4	4	8	-2	0.1	-9	1.7	1	.	-10	2
CC(=O)N1C(c2ccccc2)CC(=O)OC1c1ccc2c(c1)OCO2 (stereo not given)	-2	18	11	-2	-0.2	13	-1.9	-3	22	-12	4
CCC(C)(C)NC(=O)CN(CC1CCCO1)C(=O)CCC(=O)Nc1nccs1 (stereo not given)	.	2	-2	1	-0.2	2	-1.2	4	-1	5	6
Cc1cccc(NC(=O)CC2SC(=NC3CCCCC3)NC2=O)c1 (stereo not given)	-2	9	16	-1	-0.2	-39	-2.2	0	.	8	10
CCOC(=O)Cn1c(=O)c(C#N)cn(C(C)C)c1=O	6	11	-1	2	-0.1	-20	0.5	4	4	-5	.
CC1CCCN(S(=O)(=O)c2ccc(C(=O)Nc3nnc(-c4ccncc4)o3)cc2)C1 (stereo not given)	-5	25	31	-1	0.4	-23	2.2	2	17	-6	-16
O=C(Nc1nnc(CCc2ccccc2)s1)C1CCCO1 (stereo not given)	-5	-98	-49	0	-0.1	-29	-0.3	0	-9	5	-30
COc1ccc2c(c1OC)C(=O)OC2Nc1ncccc1C (stereo not given)	-7	18	-1	1	0.3	-16	1.1	1	3	9	7
O=C(N/N=C/C(Br)=C/c1ccccc1)c1ccccc1F	-3	-288	-289	16	-0.2	-77	-0.4	-7	6	-6	-75
O=C(N[C@H](C(=O)O)c1ccccc1)C1CCC(Cn2cnc3ccccc3c2=O)CC1 (stereo not given in full)	-4	4	13	4	-0.2	2	-0.4	-1	-2	9	-2
Cc1nn(Cc2ccc(Cl)c(Cl)c2)c(C)c1NC(=O)c1cc(CC(C)C)on1	-6	9	14	-2	0.3	45	-0.6	2	-23	3	31
C=CCN1CCN(C(=O)c2oc3ccccc3c2C)CC1	-8	-15	-1	-10	-0.2	-28	-0.3	6	-5	8	-5
CC(NC(=O)CCC1COc2ccccc2O1)c1ccccc1 (stereo not given)	-7	-24	4	0	0.1	-12	-1.7	-1	3	8	-7
O=c1c(O)c(-c2cccs2)oc2ccccc12	-12	-5	-21	-1	-0.4	-51	-0.7	7	?	-6	-12
COC(=O)c1ccc(-n2c(C)cc(C(=O)CSc3ccc(NC(C)=O)cc3)c2C)cc1	-3	5	7	-3	0.4	-2	1.1	0	-4	-2	-2
COCCNC(=O)C1CCCN(C(=O)c2cc(C)n(C(C)(C)C)n2)CC1 (stereo not given)	-6	4	-7	-3	-0.1	3	2.6	.	-4	-1	.
O=C1CN(C(=O)c2c(F)cccc2F)C(c2ccc(F)cc2)c2cc(F)ccc2N1 (stereo not given)	-5	23	24	12	-0.1	-14	-0.5	-1	-3	-11	15
CC(=O)N1CCc2cc(S(=O)(=O)CCC(=O)O)ccc21	-4	14	12	0	-0.2	15	1.3	-2	2	0	-3
COc1cccc(/C=N/NC(=O)c2cc3c(OC)ccc(OC)c3[nH]2)c1O	-4	-16	52*	15	0.0	-43	1.0	8	12	-2	21
Cc1cc(C)cc(-n2ncc3c2CCCC3NC(=O)c2cc(C)[nH]n2)c1 (stereo not given)	-6	9	14	1	-0.1	48	-0.4	-1	-9	-83	-3
Cn1nnc(NCc2cc(Br)ccc2OCc2cccs2)n1	-7	11	-3	3	0.1	-10	1.0	6	25	5	17
CCC(CC)CN1C(Nc2ccccc2)=NC[C@@H]1C	-9	0	-13	-1	-0.2	17	0.2	0	-2	-3	2
CCCCCCc1nc2nc(Cl)c(Cl)nc2[nH]1	-5	-55	-14	-7	0.5	-2	-1.7	.	-5	-16	.
COc1ccnc(CN(C)C(=O)C2CCC(=O)N(CCN(C)C)C2)c1 (stereo not given)	-5	3	8	1	0.0	-6	2.1	-5	19	2	-1
CN(C)CCCOc1ccc(Cl)cc1Br	-8	9	12	4	0.4	-12	3.1	-3	7	11	-8
Cn1cccc1C(=O)NCCc1ccc(Cl)cc1	-3	-221	-259	10	-0.3	-109	-0.4	2	5	8	-113
CCOC(=O)c1c(/N=C/c2cc(C)ccc2O)sc2c1CCN(C)C2	-3	12	-2	-2	0.2	-3	-0.4	-1	0	-4	-13
CCCCNC(=O)CSc1nc2ccc(Nc3nc(N4CCOCC4)nc(N4CCOCC4)n3)cc2s1	3	25	34	-5	0.0	-25	-0.8	1	-45	-4	1
CCN(CC)CCN1C(=O)c2oc3ccccc3c(=O)c2C1c1ccc(C)cc1 (stereo not given)	.	-19	-7	-2	0.0	-10	-1.0	3	18	0	20
Cc1cccc(NC(=O)Cn2c(=O)n(Cc3ccccc3)c(=O)c3c(C)c(C)sc32)c1	-2	-3	10	0	0.2	-13	-0.9	2	-9	-5	2
COc1cc(NC2=CC(=O)CC(C)(C)C2)cc(OC)c1	-8	17	12	0	-0.1	1	3.0	-2	13	2	16
O=C(CNC(=O)c1ccc(Cl)cc1Cl)NCCCn1ccnc1	-6	11	10	1	0.1	-17	1.5	4	3	6	-25
CSc1ncccc1C(=O)N1CCCC(Nc2ccc(C)c(C)c2)C1 (stereo not given)	-10	2	-3	1	0.1	12	-0.2	.	3	-9	5
C=CCn1c(CCNC(=O)c2ccccc2F)nnc1SCC(=O)Nc1ccccc1F	-6	14	1	-8	0.0	7	-0.1	-5	1	5	5
CCOC(=O)C1CCCN(C(=O)Nc2c(-c3ccccc3)noc2C)C1 (stereo not given)	-5	17	10	-6	0.0	3	-0.2	1	4	3	-19
COc1ccc(C)cc1-n1nnnc1SCc1nc(N)nc(N(C)C)n1	-6	7	17	16	-0.4	6	-1.4	.	-13	-6	.
N#CCCN(C(=O)COC(=O)C1CCN(S(=O)(=O)c2ccc3c(c2)OCCO3)CC1)c1ccccc1	-5	5	8	3	0.2	12	-0.1	-3	2	22	-6
CCOC(=O)C1CCN(C(=O)c2cc(OCC)c(OCC)c(OCC)c2)CC1	0	13	12	2	-0.1	-14	2.1	3	7	-7	4
CCOc1ccccc1N(CC(=O)NC1CCCC1)C(=O)CCCC(=O)Nc1ccccn1	-5	24	6	-1	-0.1	14	0.3	3	0	14	17

Of the compounds above, 2 have a cyano group.
SMILES	CaV13 ICDI inh	HIF-2a block	Peg3 promoter	Exocytosis inh	aDG glyco up	NR2E3 ag-1	hiPSC survival	NR2E3 ag-2	Vif inh	PDI inh	MITF TRPM1 inh
CCOC(=O)Cn1c(=O)c(C#N)cn(C(C)C)c1=O	6	11	-1	2	-0.1	-20	0.5	4	4	-5	.
N#CCCN(C(=O)COC(=O)C1CCN(S(=O)(=O)c2ccc3c(c2)OCCO3)CC1)c1ccccc1	-5	5	8	3	0.2	12	-0.1	-3	2	22	-6

The list goes on.
SMILES	CaV13 ICDI inh	HIF-2a block	Peg3 promoter	Exocytosis inh	aDG glyco up	NR2E3 ag-1	hiPSC survival	NR2E3 ag-2	Vif inh	PDI inh	MITF TRPM1 inh
Cn1nc(C(F)(F)F)c(C#N)c1N1CCN(c2ccc(F)cc2)CC1	.	10	-20	-4	1.2	-19	2.0	1	-17	4	-10
Cc1ccc(SCC(=O)OC(C)C(=O)NC2(C#N)CCCCC2)cc1 (stereo not given)	-6	10	17	-3	0.7	-4	0.3	0	6	11	-5
CC1(C)C[C@@H](O)CC2(C1)C[C@]1(C)CC(O)[C@H]2C(C)(C)C1 (stereo not given in full)	-2	11	13	-3	0.0	8	-0.1	-1	-3	5	.
COc1cc(/C=C/C(=O)OCC(=O)NCc2ccc3c(c2)OCO3)cc(OC)c1OC	-3	12	3	-2	0.1	8	-0.3	.	27	-5	.
CCCCCN(C(=O)CCC(=O)OCc1cccc(F)c1)c1c(N)n(CCCC)c(=O)[nH]c1=O	-4	4	3	0	0.0	-1	0.0	-1	-16	-15	9
CN(C)S(=O)(=O)c1cccc(C(=O)OCC(=O)Nc2ccc3c(c2)OCCO3)c1	-2	-16	-2	-4	0.1	-11	-0.2	-1	1	10	11
CNc1ccc(OC)cc1-n1cnc(-c2ccc([N+](=O)[O-])cc2)c1	-24	15	7	-1	0.0	4	0.2	2	10	0	16
N#Cc1cc(C(=O)c2ccccc2O)cn(-c2nccs2)c1=O	-15	11	20	1	0.1	-12	0.3	1	-4	5	10

Rows were taken by chance; 3.5% or so of the library scored in one or more.
